Screens as filed in PubChem BioAssay.
GCN5L2 inh: GCN5L2 (KAT2A) acetyltransferase inhibition. GCN5L2 HAT assay, ThioGlo1 CoA-SH fluorescence. Potency, µM (doses to about 58.9 µM), for inactives: at the top dose activity change, negative = inhibition, hits mostly inhibitors. actives 0.21% (n = 390,000). AID 504327
Target sequence (Q92830 whole entry, looked up): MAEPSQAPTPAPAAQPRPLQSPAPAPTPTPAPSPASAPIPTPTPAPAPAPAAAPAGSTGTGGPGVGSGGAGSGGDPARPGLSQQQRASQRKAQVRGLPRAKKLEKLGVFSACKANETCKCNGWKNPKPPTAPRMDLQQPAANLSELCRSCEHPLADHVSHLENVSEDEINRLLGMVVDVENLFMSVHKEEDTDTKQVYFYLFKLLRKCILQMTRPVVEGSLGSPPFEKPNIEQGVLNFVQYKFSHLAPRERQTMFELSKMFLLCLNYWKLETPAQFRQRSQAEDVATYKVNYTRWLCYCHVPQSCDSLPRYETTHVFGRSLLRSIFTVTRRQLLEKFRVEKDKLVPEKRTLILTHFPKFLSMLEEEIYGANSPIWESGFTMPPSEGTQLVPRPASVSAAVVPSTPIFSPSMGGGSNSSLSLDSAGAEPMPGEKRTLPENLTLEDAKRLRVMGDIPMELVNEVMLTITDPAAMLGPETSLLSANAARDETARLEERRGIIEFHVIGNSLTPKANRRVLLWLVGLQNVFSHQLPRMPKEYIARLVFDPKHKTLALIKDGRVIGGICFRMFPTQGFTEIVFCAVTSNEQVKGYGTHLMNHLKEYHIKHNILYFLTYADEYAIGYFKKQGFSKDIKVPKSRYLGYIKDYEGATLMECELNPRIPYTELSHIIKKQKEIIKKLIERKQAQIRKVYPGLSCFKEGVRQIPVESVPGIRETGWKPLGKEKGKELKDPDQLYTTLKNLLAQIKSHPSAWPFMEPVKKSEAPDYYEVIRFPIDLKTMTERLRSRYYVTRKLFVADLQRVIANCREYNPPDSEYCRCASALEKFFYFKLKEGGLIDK
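Enzyme at 20nM final was mixed with library compounds for 15 min at room temperature. Peptide H3(1-25) at 75uM, acetyl-CoA at 70uM and ThioGlo1 at 50uM were then added. Plates were read immediately and after 20 min (Ex340nm/Em540nm).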
TDP1 cell noCPT: qHTS for Inhibitors of human tyrosyl-DNA phosphodiesterase 1 (TDP1): qHTS in cells in absence of CPT. DT40 Tdp1-/- hTDP1 cells, no CPT, ATP luminescence, 48 h. Potency, µM (top dose mostly 46.2 µM), inactives show at the top dose activity change, negative = growth inhibition, actives largely listed as inhibitors. actives 15% (n = 420,000); also: nearly all actives have a fitted effect of over 55% in size
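A cellular qHTS used chicken DT40 cells lacking endogenous Tdp1 but carrying stably transfected human TDP1. Compounds were applied without camptothecin, and cell growth kinetics were judged by ATP-dependent luminescence after ≥48 hr.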
TDP1 block: inhibitors of human tyrosyl-DNA phosphodiesterase TDP1 | Potency, µM (series often up to 130 µM), for the others: at the top dose activity change, negative = inhibition, usual class: inhibitors | recombinant TDP1, AlphaScreen DNA substrate cleavage | actives 0.28% (n = 350,000); also: nearly all actives have a fitted effect of over 40% in size
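Recombinant human Tdp1 (E. coli-expressed, 1 nM final) preincubated with compounds 15 min at room temperature, then 5'-biotin/3'-phosphotyrosine-FITC DNA substrate (15 nM final) added for 5 min. AlphaScreen beads (10 ug/ml final) added 10 min; cleavage lowers signal.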
* = called active by the depositor; ? = inconclusive; . = not tested or not shown; [ ] = remark or other dose. Calls follow the shape of the dose curve; as a rule, active = well fitted curve in the direction sought with a large enough effect; inconclusive = small, poorly fitted or top-dose-only effect, or another doubt; inactive = no such curve, though single readings can be large; an effect the other way counts as inactive or inconclusive. % is scaled to controls: 0 for no effect and ±100 for the full control effect; potency is read from the fitted curve at half-maximal effect.

Start of the data: the first 4 records as a preview:
SMILES | GCN5L2 inh | TDP1 cell noCPT | TDP1 block
CN(Cc1ccccc1)c1ccc2nnc(-c3ccccc3)n2n1 | -5% | ? | 7%
COC(=O)c1cc2c(C)nn(-c3ccccc3)c2s1 | 2% | -3% | 4%
CCN(CC(=O)NC(C)C)C(=O)[C@H](C)NC(=O)c1ccc(Br)cc1 | -7% | 6% | 4%
CC(=O)NC(Cc1ccccc1)C(=O)OCC(=O)c1ccc(Cl)cc1 (stereo unspecified) | 3% | -26% | 1%

Main list, from the start:
SMILES | GCN5L2 inh | TDP1 cell noCPT | TDP1 block
CN(Cc1ccccc1)c1ccc2nnc(-c3ccccc3)n2n1 | -5% | ? | 7%
COC(=O)c1cc2c(C)nn(-c3ccccc3)c2s1 | 2% | -3% | 4%
CCN(CC(=O)NC(C)C)C(=O)[C@H](C)NC(=O)c1ccc(Br)cc1 | -7% | 6% | 4%
CC(=O)NC(Cc1ccccc1)C(=O)OCC(=O)c1ccc(Cl)cc1 (stereo unspecified) | 3% | -26% | 1%
O=C(NCc1ccc(Cl)cc1)c1cnc2sc(N3CCCCCC3)nn2c1=O | -13% | -1% | 8%
COc1ccc(-n2nc(C(=O)Nc3cc(C)ccn3)c3c4ccccc4n(C)c3c2=O)cc1 | -2% | -4% | -2%
CC(Oc1cccc(F)c1)C(=O)/C=C\N(C)C (stereo unspecified) | -7% | -3% | 4%
S=c1[nH]ncn1-c1ccccn1 | -6% | -21% | .
CCOc1ccc(NC(=O)CN2CCCC2c2cccs2)cc1S(=O)(=O)N1CCCC1 (stereo unspecified) | 0% | ? | 1%
COc1ccc(CNC(=O)CSc2ccc(Br)cc2)cc1OC | ? | -17% | 8%
O=C(Nc1ccc(Cl)cc1)N1CCCC(Cn2cccc2)C1 (stereo unspecified) | 3% | -17% | 4%
COc1cccc(NC(=O)CN(C)S(=O)(=O)c2cccs2)c1 | -2% | -21% | 1%
O=C(COc1cc2oc(=O)cc(-c3ccccc3)c2cc1Cl)NCCN1CCOCC1 | -6% | 7.3µM* | 2%
CC(=O)Nc1ccc(NC(=O)c2ccc3c(c2)C(=O)N(c2ccccc2C)C3=O)cc1 | 2% | 6% | .
COc1ccc2c(CC(=O)OCC(=O)Nc3cc(C)c(C)cc3[N+](=O)[O-])coc2c1 | -3% | 7% | 3%
O=C(Nc1ccc(F)cc1)c1ccc(-n2ccnc2)nc1 | -18% | -4% | 2%
O=C(CCC(=O)Nc1ccc(F)cc1)N/N=C/c1cccc(Br)c1 | -7% | ? | .
N#CC1=C(SCc2ccc(C#N)cc2)N=C(N)C(c2nc(-c3ccccc3)cs2)C12CCCCC2 (stereo unspecified) | -7% | ? | 5%
Cc1ccc(C(c2sc3nc(C)nn3c2O)N2CCN(C(=O)c3ccco3)CC2)cc1 (stereo unspecified) | -1% | -8% | 8%
O=P(O)(CCc1ccccc1)C(O)c1ccccc1 (stereo unspecified) | -6% | -20% | 2%
CCCCNC(=O)c1ccc2c(c1)N(CC)C(=O)CS2 | 0% | -8% | 6%
Cc1cccc(-c2nc(C)c(CCNC(=O)C(=O)Nc3c(C)cc(C)cc3C)s2)c1 | -5% | . | -7%
CCOC(=O)c1ccc(NC(=O)Cn2ccc([N+](=O)[O-])n2)cc1 | 0% | -19% | 0%
S=C(NCc1ccco1)Nc1ccccn1 | 4% | ? | 3%
Cc1ccc(N(C(=O)c2cnccn2)C(C(=O)NC2CCCCC2)c2ccc(O)cc2)cc1 (stereo unspecified) | -7% | -10% | 4%

(list continues)
SMILES | GCN5L2 inh | TDP1 cell noCPT | TDP1 block
Cc1ccc2oc(=O)c(-c3nc(-c4cccs4)no3)cc2c1 | -9% | -3% | 3%
C/C(=N\NC(=O)c1cccc(S(=O)(=O)Nc2cccc(Cl)c2)c1)c1cccs1 | 2% | ? | 8%
O=C(Cc1ccc(S(=O)(=O)N2CCOCC2)s1)Nc1ccc(S(=O)(=O)N2CCCCC2)cc1 | -8% | ? | .
COc1ccccc1NC(=O)N1CCCC1C(=O)Nc1ccc2c(c1)OCCO2 (stereo unspecified) | 2% | 20% | 4%
CN1CCN(S(=O)(=O)c2ccc3ccccc3c2)CC1 | -12% | 1% | 3%
O=C(NCCCN1CCOCC1)c1cc(-c2ccc(F)cc2)nc2ccccc12 | -1% | -26% | 1%
CC(C(=O)Nc1ccc2c(c1)OCO2)N1CCC(N2CCCCC2)CC1 (stereo unspecified) | -2% | 0% | -7%
CC(=O)Oc1cccc(/C=N\NC(=O)C(=O)N/N=C/c2cccc(OC(C)=O)c2)c1 | -5% | -6% | -2%
COc1ccc(/C(C)=N/NC(=O)CNC(=O)C(c2ccccc2)c2ccccc2)c(OC)c1 | -5% | ? | 2%
CCOC(=O)c1cc(S(=O)(=O)Nc2cc(OC)ccc2OC)[nH]n1 | -2% | ? | -1%
COc1cc(C2NC(=O)NC(c3ccccc3)=C2C(C)=O)cc([N+](=O)[O-])c1O (stereo unspecified) | -3% | 16% | 1%
Cc1ccc(S(=O)(=O)Nc2nc3ccccc3nc2Nc2cccc(S(=O)(=O)N3CCCC3)c2)cc1 | 0% | ? | -8%
Fc1ccccc1COc1cccc(/C=N/n2cnnc2)c1 | 3% | 3% | -2%
CCOC(=O)c1c(C)[nH]c(C)c1C(=O)COc1ccc(NC(=O)c2ccco2)cc1 | -5% | -20% | -5%
CCOCCCn1c(SCC(=O)Nc2ccc(C(C)C)cc2)nc2c(sc3ccccc32)c1=O | -15% | ? | 1%
Cc1cc(NC(=O)CSc2n[nH]c(-c3ccccc3Br)n2)no1 | 1% | -26% | 0%
Cn1c(=O)c2c(nc(Cl)n2CC(=O)NC2(C#N)CCCCC2)n(C)c1=O | -6% | -20% | .
Cc1noc(C)c1COc1cccc(C(=O)OC(C)C(=O)Nc2c(C)n(C)n(-c3ccccc3)c2=O)c1 (stereo unspecified) | -2% | -9% | 0%
CN(C(=O)COC(=O)c1ccccc1OCc1ccc(F)cc1)C1CCS(=O)(=O)C1 (stereo unspecified) | -7% | 4% | 0%
O=C(Nc1ccc(OC(F)F)cc1)c1cc(S(=O)(=O)N2CCCCC2)ccc1N1CCOCC1 | -8% | 5% | 2%
Cc1cccc(NC(=S)NCCc2ccc(S(N)(=O)=O)cc2)c1C | 0% | -20% | 0%
c1ccc2c(-c3csc(-c4ccncc4)n3)c[nH]c2c1 | 18% | 15µM* | 2%
COc1cc(C(=O)NNC(=S)Nc2ccc(S(N)(=O)=O)cc2)cc(OC)c1OC | 1% | -5% | 0%
COc1cccc(/C=C/C(=O)c2ccc(NS(=O)(=O)c3ccc(C)cc3)cc2)c1 | -14% | 21µM* | 3%
Cc1ccc(O)c(CNn2cnnc2)c1 | -3% | -9% | 5%[56.1 µM]

Fetched by compound from the list above:
SMILES | GCN5L2 inh | TDP1 cell noCPT | TDP1 block
Cc1ccc2oc(=O)c(-c3nc(-c4cccs4)no3)cc2c1 | -9% | -3% | 3%
Cn1c(=O)c2c(nc(Cl)n2CC(=O)NC2(C#N)CCCCC2)n(C)c1=O | -6% | -20% | .
CN(C(=O)COC(=O)c1ccccc1OCc1ccc(F)cc1)C1CCS(=O)(=O)C1 (stereo unspecified) | -7% | 4% | 0%
Cc1ccc(S(=O)(=O)Nc2nc3ccccc3nc2Nc2cccc(S(=O)(=O)N3CCCC3)c2)cc1 | 0% | ? | -8%

Carrying on:
SMILES | GCN5L2 inh | TDP1 cell noCPT | TDP1 block
Cc1cccc(Nc2nc(N)nc(CN3CCN(C)CC3)n2)c1 | -3% | 7% | 5%
C=C(C)C1CCC(C)C(OC(C)=O)C1 (stereo unspecified) | 43%[activator] | . | 7%
CC(=O)c1c(C)nn(C(C)CC(=O)O)c1C (stereo unspecified) | 1% | -12% | -2%
Cc1onc(-c2ccccc2Cl)c1C(=O)Nc1ccccc1O | -2% | 18µM* | 7%
COc1ccc(OCCNC(=O)/C=C/c2ccc([N+](=O)[O-])cc2)cc1 | -5% | ? | 5%
NC(=O)C[C@@H]1NC(=O)CNC(=O)c2cc([N+](=O)[O-])cc(I)c2NCCC(C(N)=O)NC1=O (stereo partly specified) | -5% | 18% | 0%
CCOCCCNc1ncnc2c1[nH]c1ccccc12 | -2% | 16µM* | 7%
COC(=O)c1ccccc1NC(=O)c1cc2nc(C3CC3)cc(C(F)(F)F)n2n1 | -4% | ? | 1%
Cc1cc(O)c(/C=N/c2ccccn2)c(=O)o1 | -2% | -25% | -8%
CCOc1ccc(S(=O)(=O)N2CCN(C(=O)C3CC3C)CC2)cc1 (stereo unspecified) | 2% | ? | -4%
Cc1c(CN2CCC(n3nccc3NC(=O)C3CCOC3)CC2)[nH]c2ccccc12 (stereo unspecified) | 3% | -6% | 5%
CSC1=NCCCN1C(=O)c1c(-c2ccccc2Cl)noc1C | -5% | -24% | 3%
Cc1cc(Br)ccc1NC(=S)NC1CCCC1 | -15% | -20% | 0%[56.1 µM]
Cc1cc2nncn2c(Cc2ccccc2)n1 | 2% | -1% | 2%
Cc1ccc(C)c(NC(=O)CN(C)C(=O)c2cc(-c3cccs3)nn2-c2ccccc2)c1 | 1% | -28% | 2%
CCN(CC)c1ncn(Cc2c(Cl)cccc2Cl)c2ncnc1-2 | -7% | 15µM* | -4%
Cn1cc(CN2C[C@H]3CC[C@H]2C3)c(-c2ccccc2F)n1 | -20% | ? | 0%
Cc1ccc2nc(-c3ccc(C)o3)c(NC3CCCC3)n2c1 | . | 13µM* | 5%
CCOc1ccc(CCNC(=O)c2ccc(Cl)c(S(=O)(=O)N3CCOCC3)c2)cc1OCC | -4% | 23µM* | .
c1ccc(-c2csc(Nc3cccnc3)n2)nc1 | 1% | ? | 5%
Cc1ccc(-c2n[nH]c3c2C(c2cccs2)N(c2ccc(Cl)cc2)C3=O)cc1 (stereo unspecified) | -3% | ? | -2%
CCOc1ccc(-n2c(=O)c3sccc3n(CC(=O)NC3CCCCC3)c2=O)cc1 | -6% | -13% | -1%
CCc1nnc(NC(=O)c2cc([N+](=O)[O-])ccc2N2CCOCC2)s1 | 2% | 3% | .
O=C(O)COc1ccccc1C=NNc1ccc([N+](=O)[O-])cc1S(=O)(=O)Nc1ccc(Cl)cc1 | ? | -1% | 0%
COc1ccc(CC2=C(O)c3ccccc3C(=O)C2=O)cc1 | -3% | -9% | 6%

Of the compounds above, 2 contain a COOH group.
SMILES | GCN5L2 inh | TDP1 cell noCPT | TDP1 block
CC(=O)c1c(C)nn(C(C)CC(=O)O)c1C (stereo unspecified) | 1% | -12% | -2%
O=C(O)COc1ccccc1C=NNc1ccc([N+](=O)[O-])cc1S(=O)(=O)Nc1ccc(Cl)cc1 | ? | -1% | 0%

Exported with values under each structure: two of the compounds above
The line under a structure holds: GCN5L2 inh | TDP1 cell noCPT | TDP1 block
Cc1ccc2nc(-c3ccc(C)o3)c(NC3CCCC3)n2c1
 : . | 13µM* | 5%
CCOc1ccc(CCNC(=O)c2ccc(Cl)c(S(=O)(=O)N3CCOCC3)c2)cc1OCC
 : -4% | 23µM* | .

Next part.
SMILES | GCN5L2 inh | TDP1 cell noCPT | TDP1 block
Nc1ccc(-c2nc3cc(N)ccc3o2)cc1 | ? | 1% | .
C[C@@H](NC(=O)[C@@H]1Cc2ccccc2CN1)C(=O)NCC1CCCO1 (stereo partly specified) | 0% | 7% | 3%
O=C(O)c1cc(/C=N\O)ccc1OCc1ccccc1 | 10% | -19% | -4%
CC(C)(C)NC(=O)c1ccccc1NC(=O)C1CC(=O)N(C2CCCCC2)C1 (stereo unspecified) | 2% | -5% | 4%[0.0935 µM]
CSCCC(NC(=O)c1ccccc1Cl)C(=O)Nc1ccncc1 (stereo unspecified) | -8% | -23% | 6%
CSc1ccc(/C=c2\s/c(=C\C(=O)C(C)(C)C)n(CC(=O)NCCC3=CCCCC3)c2=O)cc1 | -9% | ? | -3%
CCC(C)NC(=O)C1c2ccccc2C(=O)N1Cc1cc(OC)ccc1OC (stereo unspecified) | -3% | -16% | -2%
CCOc1nc(-c2ccc(OC)cc2)ccc1-c1noc(-c2ccncc2)n1 | -10% | -6% | 4%
CCNc1ncc2nc(-c3ccc(F)cc3)c(=O)n(-c3ccccc3)c2n1 | 1% | -1% | .
O=C(COC(=O)CCC(=O)c1cccs1)NCc1ccccc1 | 0% | -2% | 2%
Cc1cc(NC(=O)CSc2nc3c(c(=O)n2CCc2ccccc2)SC(C)C3)no1 (stereo unspecified) | -1% | ? | 0%
COc1ccc(C2=NN3C(C2)c2ccccc2OC3c2cccs2)cc1 (stereo unspecified) | ? | -20% | 3%
O=C(/C=C/c1ccc(Cl)cc1)N1CCN(c2c(Cl)cccc2[N+](=O)[O-])CC1 | -8% | 15µM* | 6%
O=S(=O)(c1cccc(Br)c1)N1CCN(CCc2ccccc2)CC1 | -9% | ? | .
COc1cnc(-c2ccccc2)nc1Oc1ccc(Cl)cc1C | 0% | -1% | 8%
CCC(C(=O)Nc1cccnc1)n1c(=O)[nH]c2ccccc2c1=O (stereo unspecified) | -6% | -1% | 2%

Only part of the results is shown, so the mix of outcomes need not match the whole.
